# Screening results as filed in PubChem BioAssay.
# M1 ag parental = nonselective activator or artifact in parental CHO-K1 cells. Fluo-8 calcium fluorescence; scaled to maximal ATP response, vehicle zero. activation, % at 3 µM. 360,000 tested, 0.48% active. AID 602248; in the data active = activation above about 15%;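 note: untransfected CHO-K1 host cells lacking M1 receptor as counterscreen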
# CHRM4 agonist = CHRM4 agonism in calcium assay; P08173; CHO-K1 hM4/Gqi5, Fluo-8 calcium fluorescence; vehicle 0%, full acetylcholine response 100%; activation, % at 3 µM; 360,000 tested, 0.14% active; AID 624127;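 active = activation above the run mean over all test wells plus 3 SD, cut at about 32% in these data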;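 note: peak over basal fluorescence ratio per well then scaled between controls; 0% = DMSO wells and 100% = acetylcholine at EC100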
# Target sequence (P08173 whole entry, looked up): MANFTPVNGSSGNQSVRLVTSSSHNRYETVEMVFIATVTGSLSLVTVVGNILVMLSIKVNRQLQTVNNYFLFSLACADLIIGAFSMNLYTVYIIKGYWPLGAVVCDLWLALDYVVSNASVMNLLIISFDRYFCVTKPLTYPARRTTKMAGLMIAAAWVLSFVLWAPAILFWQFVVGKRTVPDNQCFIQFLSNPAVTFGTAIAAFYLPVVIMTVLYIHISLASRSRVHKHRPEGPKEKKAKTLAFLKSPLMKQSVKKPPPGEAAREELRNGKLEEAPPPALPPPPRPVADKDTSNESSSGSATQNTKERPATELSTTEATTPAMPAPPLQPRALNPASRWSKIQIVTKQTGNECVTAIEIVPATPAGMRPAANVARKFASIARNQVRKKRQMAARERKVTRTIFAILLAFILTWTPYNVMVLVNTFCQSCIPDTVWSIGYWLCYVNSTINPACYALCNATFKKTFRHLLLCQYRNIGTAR
# CHRM5 antagonist = CHRM5 antagonism in calcium assay | P08912 | CHO-hM5 cells, Fluo-8 calcium fluorescence, ACh EC80 | inhibition, % at 3 µM | 360,000 tested, 0.59% active | AID 624040;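 active = inhibition above a per-plate cutoff, the mean of that plate's test compounds plus 3 SD, cut at about 27% in these data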;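 note: 0% = acetylcholine EC80 with DMSO and 100% = DMSO without agonist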
# Target sequence (P08912 whole entry, looked up): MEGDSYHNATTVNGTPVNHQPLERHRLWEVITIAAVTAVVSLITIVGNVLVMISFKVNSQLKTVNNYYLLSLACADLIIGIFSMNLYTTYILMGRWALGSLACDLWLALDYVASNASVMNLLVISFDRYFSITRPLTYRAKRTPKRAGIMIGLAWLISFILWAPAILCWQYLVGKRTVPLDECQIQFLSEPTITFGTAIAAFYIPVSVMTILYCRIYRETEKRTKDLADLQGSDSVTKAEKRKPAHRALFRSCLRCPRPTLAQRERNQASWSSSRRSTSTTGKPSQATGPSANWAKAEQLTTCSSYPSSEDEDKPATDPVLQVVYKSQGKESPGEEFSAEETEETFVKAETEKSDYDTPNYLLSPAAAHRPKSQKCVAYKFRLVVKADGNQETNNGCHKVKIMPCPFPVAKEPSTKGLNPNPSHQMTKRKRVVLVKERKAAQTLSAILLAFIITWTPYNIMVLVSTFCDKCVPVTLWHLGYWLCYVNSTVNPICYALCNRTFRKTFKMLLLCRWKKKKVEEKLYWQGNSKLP
# CHRM5 PAM = positive allosteric modulators of human muscarinic M5 receptor | CHO-K1 hM5, Fluo-8 calcium, ACh EC20 PAM; 0% = ACh EC20, 100% = ACh EC100 | 360,000 tested, 0.3% active | AID 624038 | activation, % at 3 µM | P08912;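 active = activation above the run cutoff, the mean activation of all test compounds plus 3 SD, cut at about 18% in these data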
#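 Assay system: CHO-K1 hM5 cells. Also added: acetylcholine at EC20 concentration, added after compound. Dosing: 3 µM, single dose. Times: compound preincubation 140 s before EC20 acetylcholine addition. Signal: Fluo-8 calcium fluorescence. Measure: % activation relative to EC20 and EC100 ACh responses. Repeats: singlicate, one well per test compound.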
# CHO-K1 Ca antag = M1 antagonist counterscreen hit in parental CHO-K1 cells. AID 602250. ATP-induced calcium, Fluo-8 fluorescence. inhibition, % at 3 µM. 360,000 tested, 0.6% active;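 active = inhibition above a per-plate cutoff, the plate's mean sample inhibition plus 3 SD, cut at about 24% in these data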;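 note: 0% = DMSO plus EC80 ATP and 100% = DMSO alone without ATP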
# M4 antag = CHRM4 antagonism in calcium assay; CHO-hM4 cells, ACh EC80, Fluo-8 calcium fluorescence; inhibition, % at 3 µM; 360,000 tested, 0.73% active;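 active = inhibition above its plate's cutoff, the mean inhibition of sample wells plus 3 SD, cut at about 27% in these data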;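 note: 0% = acetylcholine EC80 with DMSO and 100% = DMSO without agonist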
# CHO-K1 Ca PAM = counter-screen for M1 PAMs: effect in parental CHO-K1 cells; AID 602247; 360,000 tested, 0.02% active; ATP EC20, Fluo-8 calcium fluorescence; 0% at ATP EC20, 100% at ATP max; activation, % at 3 µM;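 active = activation above the run cutoff, the mean activation of all test compounds plus 3 SD, cut at about 40% in these data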;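 note: peak over basal fluorescence ratio in a 140 s read after ATP addition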
# CHRM4 PAM = potentiates acetylcholine response at human M4 receptor; P08173; CHO-K1 hM4/Gqi5, Fluo-8 calcium fluorescence, ACh EC20; 0% = ACh EC20, 100% = maximal ACh; activation, % at 3 µM; 360,000 tested, 0.4% active; AID 624126;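 active = activation above its plate's cutoff, the mean activation of sample wells plus 3 SD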; note: some results filed as inactive read as strong as hits
# CHRM5 agonist = CHRM5 agonism in calcium assay; P08912; CHO-K1 hM5 cells, Fluo-8 calcium fluorescence; 0% DMSO wells, 100% maximal acetylcholine response; activation, % at 3 µM; 360,000 tested, 0.19% active; AID 624037;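 active = activation above the run's mean over test compounds plus 3 SD, cut at about 23% in these data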;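 note: signal is peak over basal fluorescence ratio across the kinetic read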
# Numbers without * were called inactive; x = not tested or not shown.
SMILES,M1 ag parental,CHRM4 agonist,CHRM5 antagonist,CHRM5 PAM,CHO-K1 Ca antag,M4 antag,CHO-K1 Ca PAM,CHRM4 PAM,CHRM5 agonist
COc1ccc(N2C(=O)CC(Sc3ncccc3C(=O)O)C2=O)cc1 (centres undefined),0.7,2,-1,1,-29,-2,24,-1,2
Cn1ncc2c(NNC(=O)c3ccccc3Cl)ncnc21,-0.4,1,9,-4,19,4,-13,-1,-1
CC(C)c1ccc(-c2cc(C(=O)N3CCOCC3)c3cc(Br)ccc3n2)cc1,0.0,1,20,-4,1,-2,5,3,-6
O=C1C(Cl)=C(NS(=O)(=O)c2ccc([N+](=O)[O-])cc2)C(=O)c2ccccc21,-0.4,0,9,-5,-1,5,13,-13,-2
COC(=O)CCC/C=C1/SCC(NC(=O)c2ccccc2)C1=O (centres undefined),1.6,3,9,-5,-9,10,17,-8,1
C=CCS/C(=N\n1cnc2ccccc2c1=O)N(CC)CC,-0.1,1,5,-4,7,3,1,16,1
O=C1CC(c2ccccc2)=NN1c1ccccc1,8.4,22,13,-20,-3,-7,1,12,13
CCOC(=O)c1cccc(NC(=O)CCNS(=O)(=O)c2ccc3c(c2)CCN3C(=O)CC)c1,0.6,1,4,-6,-28,-8,14,3,-1
COc1cccc(S(=O)(=O)c2nc(C)c3c(n2)CCC3)c1,0.8,0,14,-3,-8,-4,12,5,-5
Cc1cc2ccccc2nc1Br,-0.2,1,-4,2,6,2,-6,-3,0
COc1ccccc1S(=O)(=O)c1ccccc1[N+](=O)[O-],1.6,2,-9,6,-4,3,17,-2,0
Cc1ccc(NC(=S)NCc2ccc(S(N)(=O)=O)cc2)cc1Cl,2.8,5,17,0,-15,13,2,2,3
CCC(CO)n1c(SCc2cc(=O)oc3cc(C)ccc23)nc2ccccc2c1=O (centres undefined),-0.2,4,2,-3,8,5,11,-5,2
CC1=NN(C(=O)Cn2nc([N+](=O)[O-])cc2C)C(O)(C(F)(F)F)C1 (centres undefined),0.2,1,11,-3,-13,4,18,1,-1
COC(=O)c1cn(NC(=O)Cc2c(F)cccc2Cl)c(=O)c2ccccc12,-0.5,1,-6,9,-9,-19,10,8,-3
CC(=O)N1CCN(C(C(=O)Nc2c(C)cccc2C)c2ccccc2OC(F)(F)F)CC1 (centres undefined),x,1,5,-3,x,-18,x,11,2
O=C1C=C(C2CCCCC2)C(=O)c2ccccc21,0.4,1,0,-3,-5,7,-2,2,4
COC(=O)CCC(=O)OC1(C)C(=O)C=C2C=C3CCCN3C=C2C1=O (centres undefined),2.0,1,0,13,-9,-7,16,8,3
CC(C)(C)/C(O)=C(/C#N)c1nc2ccccc2[nH]1,2.6,6,-2,-9,-6,-10,5,-8,1
Cc1ccc(-n2c(Cc3cccn3C)nnc2SCC(=O)NCc2ccco2)cc1,0.4,1,-2,0,-33,6,17,-3,-1
O=C(CCC(=O)OCC(=O)c1cccc([N+](=O)[O-])c1)Nc1cccc(Cl)c1Cl,0.2,0,7,-3,-23,0,-13,5,-10
CCN1C(=O)C2(C(C#N)=C(N)Oc3cc(C)oc(=O)c32)c2ccccc21 (centres undefined),-0.1,0,0,-11,-1,-2,1,2,-4
CSCCC(NC(=O)c1ccccc1Cl)C(=O)NCCOc1ccc(C)cc1 (centres undefined),1.2,4,3,-5,-5,-11,16,-1,1
CCOc1ccc(/C=C2\SC(=S)N(CCC(=O)Nc3ccc(C(=O)O)cc3)C2=O)cc1,0.7,1,0,-2,-8,5,18,-2,2
COc1ccc(CN2C(=O)CNC2=S)cc1,0.2,0,0,2,3,6,2,-6,-6
CC(=O)Oc1ccc(C(=O)NCCc2ccccc2)cc1,-0.4,2,-11,10,-19,-11,27,3,1
COc1cccc(-n2ccnc2SCC(=O)Nc2ccccc2F)c1,1.8,-1,6,5,-12,-5,15,0,-11
Cc1ccc(NC(=O)c2cccs2)cc1[N+](=O)[O-],3.2,2,-2,7,-12,-3,15,4,1
C=CC(O)Cc1c(C)n[nH]c1C (centres undefined),1.4,1,1,5,-12,-10,25,10,2
Cc1ccc(S(=O)(=O)CCC(=O)Nc2cc(Cl)ccc2-n2cncn2)cc1,1.8,2,7,-3,6,-7,10,8,-4
COCCNc1nc(NCc2ccc(NC(C)=O)cc2)c2sc(-c3ccccc3)cc2n1,0.7,2,0,-1,-3,-7,3,0,-3
Nc1nn(-c2cccc(F)n2)cc1-c1ccccc1,0.6,-1,6,-3,-12,6,24,-3,-4
Nc1nc(SCC(=O)Nc2ccccc2Oc2ccccc2)n[nH]1,1.5,3,-8,0,-1,-1,12,2,0
CC1(C)CC(=O)CC(C)(C)N1OC(=O)c1ccncc1,-0.1,0,0,2,-12,2,0,-1,2
N#Cc1c2c(c(Nc3ccc(O)cc3)n3c1nc1ccccc13)CCC2,-0.1,-1,-3,-2,-12,12,11,1,-4
COCCNC(=O)c1onc(CSc2ccccn2)c1C(=O)NCCOC,0.6,1,6,3,-3,7,-2,0,0
N#Cc1ccccc1OCC(=O)OCC(=O)c1ccc2c(c1)NC(=O)CO2,3.3,10,2,-12,5,-5,16,3,-4
COc1ccc(N(CC(=O)NCCSc2ccccc2)S(=O)(=O)c2ccccc2)c(OC)c1,3.9,18,17,-31,-11,13,-1,-4,-3
O=C(Cc1ccccc1)N/N=C/c1ccccc1Cl,3.6,2,0,-1,-1,13,10,-3,2
O=C1N(CN2CCOCC2)c2ccccc2C12OCC(CCl)O2 (centres undefined),1.2,1,9,-1,-14,-7,6,2,-1

# Full records, quoted from the list. Values in the order: M1 ag parental	CHRM4 agonist	CHRM5 antagonist	CHRM5 PAM	CHO-K1 Ca antag	M4 antag	CHO-K1 Ca PAM	CHRM4 PAM	CHRM5 agonist
# Profile of Cc1ccc(S(=O)(=O)CCC(=O)Nc2cc(Cl)ccc2-n2cncn2)cc1 : 1.8	2	7	-3	6	-7	10	8	-4
# Profile of CSCCC(NC(=O)c1ccccc1Cl)C(=O)NCCOc1ccc(C)cc1 (centres undefined) : 1.2	4	3	-5	-5	-11	16	-1	1
# Profile of Nc1nn(-c2cccc(F)n2)cc1-c1ccccc1 : 0.6	-1	6	-3	-12	6	24	-3	-4

# (list continues)
SMILES,M1 ag parental,CHRM4 agonist,CHRM5 antagonist,CHRM5 PAM,CHO-K1 Ca antag,M4 antag,CHO-K1 Ca PAM,CHRM4 PAM,CHRM5 agonist
COc1cccc(CNC(=O)c2c(C)nn(-c3ccccc3)c2C)c1,0.6,2,18,-3,6,-1,9,0,-3
O=C(CCCCl)Nc1c2c(nn1-c1ccccc1)CSC2,0.8,1,4,5,-12,5,10,-2,-3
COC(=O)c1ccc(Oc2nc(N(C)C)nc(N3CCOCC3)n2)cc1,-0.4,1,-20,4,0,-11,5,7,-1
O=C(COC(=O)Cc1n[nH]c(=O)c2ccccc12)NNC(=O)c1ccc(Br)cc1,-0.4,1,13,-2,-14,-6,6,7,0
Cc1cc2cc(CNC(=S)NCc3ccccc3)ccc2n1C,0.3,2,8,-7,-7,4,3,-11,-7
CC(Oc1ccc(Cl)cc1Cl)c1ccn[nH]1 (centres undefined),1.4,2,4,-1,-6,-8,13,2,-7
COc1cc(C(=O)Nc2ccccc2SCc2cc(=O)n3nc(C)sc3n2)cc(OC)c1OC,0.4,2,-6,9,-2,5,16,1,-1
COc1ccccc1N1CCN(C(=O)c2ccccc2NC(=O)C2CCCCC2C(=O)O)CC1 (centres undefined),0.3,1,4,3,-3,6,10,5,-1
CCCCCSc1nnc(N)s1,0.3,0,-2,11,-2,-1,18,9,-1
CC(C)CCN(CC(=O)NCc1ccc(F)cc1)S(=O)(=O)c1ccccc1F,1.3,6,6,-4,13,-11,-6,-6,-6
CCC(=O)N1CCN(c2cc(N3CCCC3)c(F)cc2[N+](=O)[O-])CC1,0.9,1,5,-1,-16,-7,12,-5,-5
COc1ccc(C2CC(=O)N(C)c3ccccc3S2)cc1OC (centres undefined),1.2,3,13,-4,-5,-4,20,2,-4
C(COC1CC2CC1C1C2CC2OC21)OC1CC2CC1C1C2CC2OC21 (centres undefined),0.9,2,12,-4,-14,0,9,-5,3
O=C(O)C1C2C=CC(CC2)C1C(=O)O (centres undefined),-0.2,0,4,2,-4,2,6,4,2
CCN(CC)C(=S)SCC(=O)c1ccccc1,-0.1,-1,1,-2,14,-4,-5,-2,-4
COC(=O)c1ccccc1NC(=O)CSc1ccccn1,0.7,0,-2,1,-7,0,20,3,-10
O=C(CCN1C(=O)c2ccccc2C1=O)Nc1ccc(-c2nc3ccccc3o2)cc1,0.8,3,8,2,-12,8,18,10,1
O=C(NNC(=O)c1ccco1)c1ccco1,0.4,0,1,-1,10,-10,-5,5,-1
O=C(c1ccccc1NS(=O)(=O)c1ccccc1[N+](=O)[O-])N1CCCC1,0.9,0,5,2,1,3,-7,-1,2
O=Cc1cn(-c2ccccc2)nc1-c1ccccc1,0.6,0,9,-4,-13,4,16,-2,-1

# Overlap with the part before: 4 entries, followed by the next part.
SMILES,M1 ag parental,CHRM4 agonist,CHRM5 antagonist,CHRM5 PAM,CHO-K1 Ca antag,M4 antag,CHO-K1 Ca PAM,CHRM4 PAM,CHRM5 agonist
O=C(CCN1C(=O)c2ccccc2C1=O)Nc1ccc(-c2nc3ccccc3o2)cc1,0.8,3,8,2,-12,8,18,10,1
O=C(NNC(=O)c1ccco1)c1ccco1,0.4,0,1,-1,10,-10,-5,5,-1
O=C(c1ccccc1NS(=O)(=O)c1ccccc1[N+](=O)[O-])N1CCCC1,0.9,0,5,2,1,3,-7,-1,2
O=Cc1cn(-c2ccccc2)nc1-c1ccccc1,0.6,0,9,-4,-13,4,16,-2,-1
CCOc1ccc(/C=N/NC(=O)CN2CCSCC2)cc1,0.2,2,2,14,3,-4,12,10,-1
COC(=O)CN(C#N)c1nc(C)cc(C)n1,0.2,1,-6,2,1,2,0,5,2
Cc1cc(C(=O)NC2CCCCC2)on1,0.3,0,5,3,-14,9,15,-6,2
Cc1cc(-c2ccco2)c(C#N)c2nc3ccccc3n12,0.7,1,5,-1,-18,7,15,8,-4
Cc1ccccc1-n1c(SCC(=O)c2cc(C)n(C)c2C)nnc1-c1cccnc1,2.0,4,8,-9,-5,6,7,-4,-2
CC(=O)N/C(=C/c1ccccc1)c1ccccc1,0.3,0,3,6,-7,2,-2,-2,2
CN(C(=O)c1cncc(Br)c1)c1c(N)n(Cc2ccccc2)c(=O)[nH]c1=O,1.2,0,4,2,-2,-3,3,4,3
Cc1cc(C(=O)NC2CC(C)(C)Cc3c2cnn3-c2cccc(F)c2)n(C)n1 (centres undefined),0.5,1,14,-8,-9,-2,3,-3,-1
CN1c2ccccc2C(=O)/C(=C\Nc2ccc(F)cc2F)S1(=O)=O,0.7,1,6,1,-18,7,18,2,1
Cc1ccc(N2CC(C(=O)Nc3ccccn3)CC2=O)cc1 (centres undefined),0.1,1,-9,2,-1,-3,11,10,-1
Cc1csc(NC(=O)c2c(-c3c(Cl)cccc3Cl)noc2C)n1,0.5,0,6,-2,-1,6,9,-12,-2
COc1ccc(CCNC(=O)C2CCCN(Cc3nc(-c4ccccc4C)oc3C)C2)cc1OC (centres undefined),2.5,5,1,-4,-5,-12,17,-2,-3
COc1ccc(-c2ccc3c(c2)S(=O)(=O)c2cccc(C(=O)NCc4ccccc4Cl)c2C3=O)cc1OC,-0.1,3,5,11,-13,0,4,11,5
O=C(O)c1ccccc1Cc1ccc(F)c2ccccc12,0.2,0,-2,1,-6,-7,11,2,1
COc1ccc(C2(CNC(=O)CCC(=O)O)CCCC2)cc1,0.8,1,-4,4,-19,-1,15,5,0
